Bioassay records as filed in PubChem.
KDM4C inh = KDM4C (human) demethylase inhibition | inhibition, % at 12.5 µM | hit rate 0.15% among 96,000 | AID 720574 | GST-KDM4C 2-372, H3K9me3 peptide, LANCE TR-FRET | Q9H3R0;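 active = mean replicate inhibition above about 25%, with at least 55% of replicates also reaching it, limit read from the data, passing the limit was not always enough; inconclusive = only one of those two conditions met; inactive = neither condition met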
Target sequence (Q9H3R0 2-372 limits assumed): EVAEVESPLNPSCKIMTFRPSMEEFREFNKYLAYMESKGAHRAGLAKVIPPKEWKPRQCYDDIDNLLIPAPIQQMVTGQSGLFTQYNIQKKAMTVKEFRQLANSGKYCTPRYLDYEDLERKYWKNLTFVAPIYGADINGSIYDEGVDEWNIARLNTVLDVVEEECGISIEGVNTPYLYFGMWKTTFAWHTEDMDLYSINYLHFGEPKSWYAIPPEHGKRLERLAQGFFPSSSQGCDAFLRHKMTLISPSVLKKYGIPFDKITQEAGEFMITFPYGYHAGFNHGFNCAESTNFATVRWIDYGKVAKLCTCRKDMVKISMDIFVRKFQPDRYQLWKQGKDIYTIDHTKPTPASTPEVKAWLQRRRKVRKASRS
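Material: N-terminal GST-fused human GASC-1 (KDM4C) fragment, residues 2-372. Input: 10 nM enzyme. Incubation: enzyme reaction 30 min, then detection 60 min, both room temperature. Doses: one test concentration per compound. Read-out basis: inhibition from TR-FRET ratio decrease. Detection: LANCE TR-FRET, excitation 340 nm, emissions 618 and 671 nm.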
Pf Dd2 inh = P. falciparum Dd2 growth inhibition | SYBR Green, 72 h; stronger effect = lower value | activity change, % at 10 µM | AID 1159554 | hit rate 2.3% among 94,000; in the data active = activity change below about -80%; inconclusive = no clear call, values can overlap the other calls
T cruzi growth = inhibitors of T. cruzi proliferation. T. cruzi beta-gal in NIH3T3, GalScreen luminescence, 90 h. hit rate 5.9% among 77,000. inhibition, % at 8.34 µM;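 active = mean inhibition above about 93%, with at least 55% of replicates each passing it, limit read from the data, passing the limit was not always enough; inconclusive = only one of those two conditions holds; inactive = neither condition holds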
C diff growth = blocks growth of Clostridium difficile. Clostridium difficile clinical isolate growth, OD600, 24 h; stronger effect = lower value. growth activity, negative = inhibition, % at 16 µg/mL (by protocol). hit rate 0.25% among 86,000. AID 1259249;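 active = mean growth activity at or below -80% and every replicate also at or below -80%; inconclusive = mean at or below -80% but some replicate above -80%; inactive = mean growth activity above -80%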;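 note: 0% = DMSO wells and -100% = levofloxacin 16 µg/mL wells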
Active calls of the source: *; u = inconclusive; x = no result given; & = joins results of further samples.

1. C[C@H]1CN([C@@H](C)CO)C(=O)c2cccc(NC(=O)Nc3cccc4ccccc34)c2O[C@H]1CN(C)Cc1ccncc1
2. C[C@H]1CN([C@@H](C)CO)S(=O)(=O)c2ccc(-c3ccccc3)cc2O[C@H]1CN(C)Cc1ccccc1C(=O)O
3. Cc1ccccc1-c1ccc([C@H]2[C@H]3CN(S(C)(=O)=O)CC(=O)N3[C@H]2CO)cc1
4. CO[C@@H]1CN(C)C(=O)c2ccc(NC(=O)C3CCC3)cc2OC[C@@H](C)N(Cc2cccnc2)C[C@@H]1C
5. C/C=C/c1cnc2c(c1)C(=O)N([C@@H](C)CO)C[C@@H](C)[C@H](CN(C)C(=O)C1CCC1)O2
6. O=C(C[C@@H]1CC[C@@H]2[C@H](COC[C@@H](O)CN2S(=O)(=O)c2ccccc2)O1)NCc1ccc(-c2ccccc2)cc1

compound no.,1,2,3,4,5,6
KDM4C inh,5.0,x,-1.2,12,1.1,-8.2
Pf Dd2 inh,-12,-23,4,x,17,-90*
T cruzi growth,88,-125,x,42,31,105*
C diff growth,0,-4,4,x,x,91&76

7. CCCNC(=O)C[C@H]1CC[C@H]2[C@@H](COC[C@@H](O)CN2C(=O)Nc2ccc3c(c2)OCO3)O1
8. O=C(N[C@H]1C=C[C@@H](CC(=O)N2CCC(Cc3ccccc3)CC2)O[C@@H]1CO)c1cnccn1
9. C[C@@H]1CN([C@H](C)CO)C(=O)Cc2cc(NC(=O)NC3CCCCC3)ccc2O[C@@H]1CN(C)CC1CC1
10. Cc1noc(C)c1NC(=O)Nc1ccc2c(c1)CC(=O)N([C@H](C)CO)C[C@H](C)[C@@H](CN(C)C(=O)NC1CCCCC1)O2
11. CC(C)NC(=O)Nc1ccc2c(c1)C(=O)N(C)[C@H]1CC[C@@H](CC(=O)NC3CCCCC3)O[C@@H]1CO2
12. C[C@@H]1CCCCO[C@@H](CN(C)C(=O)Nc2ccc(F)cc2)[C@@H](C)CN([C@H](C)CO)C(=O)c2cc(NS(C)(=O)=O)ccc2O1

compound no.,7,8,9,10,11,12
KDM4C inh,-0.1,3.6,11,-0.7,1.4,-0.5
Pf Dd2 inh,0,-63,-10,14,3,24
T cruzi growth,14,20,46,18,-9,14
C diff growth,x,0,1,5,3,-2

13. O=C([C@@H]1[C@@H](CO)[C@@H]2Cn3c(cccc3=O)[C@@H]2N1CC1CCCC1)N1CCCCC1
14. COc1ccc2c3c([nH]c2c1)[C@H](CO)N(Cc1ccccc1F)CC31CN(S(C)(=O)=O)C1
15. CNC(=O)C[C@H]1CC[C@@H]2[C@H](COC[C@@H](O)CN2C(=O)Nc2ccc(Cl)c(Cl)c2)O1
16. C[C@H]1CCCCO[C@@H](CN(C)CC2CCCCC2)[C@@H](C)CN([C@@H](C)CO)C(=O)c2cc(NS(=O)(=O)c3ccccc3)ccc2O1
17. CC(C)NC(=O)N1[C@H](CO)[C@@H](c2ccccc2)[C@@H]1CN(C)C(=O)c1ccncc1
18. CCCC(=O)Nc1ccc2c(c1)OC[C@@H](C)N(CC1CCCC1)C[C@H](C)[C@@H](OC)CN(C)C2=O

compound no.,13,14,15,16,17,18
KDM4C inh,1.6,-0.9,0.2,-1.6,-0.3,2.0
Pf Dd2 inh,-45,u,-8,-69,-10,-26
T cruzi growth,7,x,20,55,0,18
C diff growth,-2,1,0,5,0,x

19. COCC#Cc1ccc([C@H]2[C@@H](CO)N3CCCCN(S(=O)(=O)c4ccc(OC)cc4)C[C@@H]23)cc1
20. CNC[C@@H]1Oc2ccc(NC(=O)NC3CCCCC3)cc2CC(=O)N([C@@H](C)CO)C[C@@H]1C
21. C[C@@H](O)C#Cc1cnc2c(c1)C(=O)N([C@@H](C)CO)C[C@H](C)[C@@H](CN(C)C(=O)CN(C)C)O2
22. CO[C@H]1CN(C)C(=O)c2cc(NS(=O)(=O)c3ccccc3)ccc2OC[C@@H](C)N(Cc2nccs2)C[C@@H]1C
23. C[C@@H]1CN([C@H](C)CO)C(=O)c2cc(Br)cnc2O[C@H]1CN(C)C
24. COc1ccc(CN(C)C[C@@H]2OCCCC[C@H](C)Oc3ccc(NC(=O)Nc4ccc(OC)cc4)cc3C(=O)N([C@H](C)CO)C[C@@H]2C)cc1

compound no.,19,20,21,22,23,24
KDM4C inh,-0.5,3.6,6.9,0.0,-0.5,x
Pf Dd2 inh,-46,-6,40,-8,34,-65
T cruzi growth,u,50,-10,15,-11,99*
C diff growth,-6,-4,-4,x,-2,x

25. COc1ccc(C#Cc2ccc([C@H]3[C@H](CO)N4C(=O)CN(C(=O)C5CCOCC5)C[C@@H]34)cc2)cc1
26. CO[C@H]1CN(C)C(=O)c2cc(NC(=O)C3CCCC3)ccc2OC[C@H](C)N(C(=O)CC2CC2)C[C@H]1C
27. O=C(C[C@H]1CC[C@@H]2[C@H](COC[C@@H](O)CN2C(=O)Nc2cccc(Cl)c2)O1)NCC1CCCCC1
28. O=C1CN(Cc2ccccc2)C[C@H]2[C@@H](c3ccc(-c4ccccc4)cc3)[C@@H](CO)N12
29. COc1ccc2c3c(n(C)c2c1)[C@@H](CO)N(C(=O)Nc1ccccc1F)CC31CN(C(=O)c2ccccc2)C1
30. COc1ccc(S(=O)(=O)N(C)C[C@@H]2Oc3ccc(NS(C)(=O)=O)cc3C(=O)N([C@@H](C)CO)C[C@@H]2C)cc1

compound no.,25,26,27,28,29,30
KDM4C inh,-1.6,-0.5,0.0,-1.2,-3.1,0.5
Pf Dd2 inh,-9,-58,-10,10,-22,-7
T cruzi growth,x,-39,20,x,x,9
C diff growth,-11,x,-11,2,10,2

31. Cc1ccc(-c2ccc([C@H]3[C@@H](CO)N4CCCCN(C(=O)Nc5ccccc5)C[C@H]34)cc2)cc1
32. C[C@H](CO)N1C[C@H](C)[C@@H](CN(C)C(=O)Nc2ccccc2)Oc2ncc(C#CC3CCCCC3)cc2C1=O
33. C[C@H]1CN([C@@H](C)CO)S(=O)(=O)c2ccc(C3=CCCCC3)cc2O[C@@H]1CN(C)C
34. C/C=C/c1ccc2c(c1)O[C@H](CN(C)S(=O)(=O)c1ccc(F)cc1)[C@H](C)CN([C@H](C)CO)S2(=O)=O
35. C[C@@H]1CN([C@H](C)CO)C(=O)c2cc(C#CCc3ccccc3)cnc2O[C@H]1CN(C)Cc1cccnc1
36. C[C@@H]1CN([C@H](C)CO)C(=O)c2cc(NC(=O)Cc3ccccc3)ccc2O[C@@H](C)CCCCO[C@@H]1CN(C)C(=O)NC1CCCCC1

compound no.,31,32,33,34,35,36
KDM4C inh,-0.9,4.2,-0.6,-0.9,0.8,-3.1
Pf Dd2 inh,-32,-31&-23,10,-3,-79,-73
T cruzi growth,57,103*,-85,x,69,28
C diff growth,0,-15&-9,x,9,-11,2

37. COc1ccc2c3c(n(C)c2c1)[C@@H](CO)N(CC1CC1)CC31CN(C(=O)NC2CCCC2)C1
38. C[C@H]1CN([C@@H](C)CO)C(=O)Cc2cc(NC(=O)Nc3ccc(F)cc3)ccc2O[C@H]1CN(C)C(=O)NC1CCCCC1
39. C[C@H]1CN([C@@H](C)CO)C(=O)c2cccc(NC(=O)C3CCCCC3)c2O[C@H]1CN(C)S(=O)(=O)c1ccccc1
40. O=C(NCC[C@@H]1CC[C@@H](NS(=O)(=O)c2cccc(F)c2)[C@@H](CO)O1)C1CCC1
41. O=C(C[C@@H]1C[C@H]2c3cc(NC(=O)C4CCC4)ccc3O[C@H]2[C@H](CO)O1)NCc1ccccc1
42. C[C@@H]1CN([C@H](C)CO)S(=O)(=O)c2ccc(-c3ccc(C#N)cc3)cc2O[C@@H]1CN(C)Cc1cccc(F)c1

compound no.,37,38,39,40,41,42
KDM4C inh,-0.9,x,-1.3,-1.1,1.1,-0.1
Pf Dd2 inh,-16,-1,-31,3,0,3
T cruzi growth,x,7,-29,x,58,x
C diff growth,4,-7,7,-1,x,18

43. C[C@@H]1CCCCO[C@H](CN(C)Cc2ccncc2)[C@H](C)CN([C@@H](C)CO)C(=O)c2cc(NC(=O)NC3CCCCC3)ccc2O1
44. CCNC(=O)[C@@H]1[C@@H](CO)[C@@H]2Cn3c(ccc(-c4cccnc4)c3=O)[C@@H]2N1Cc1ccc2c(c1)OCO2
45. O=C(C1CCOCC1)N1CC(=O)N2[C@H](C1)[C@H](c1ccc(C#Cc3cccc(F)c3)cc1)[C@@H]2CO
46. C[C@H]1CN([C@@H](C)CO)C(=O)CCCn2nncc2CO[C@H]1CN(C)S(=O)(=O)c1ccc(Cl)cc1
47. COc1ccc2c3c(n(C)c2c1)[C@H](CO)N(C(=O)C1CCCCC1)CC31CCN(C(=O)Nc2cccc(F)c2)CC1
48. COc1ccccc1-c1ccc([C@H]2[C@@H](C#N)N(C(=O)C3CCOCC3)[C@H]2CO)cc1

compound no.,43,44,45,46,47,48
KDM4C inh,0.8,4.8,15,-0.9,0.0,-2.4
Pf Dd2 inh,x,-1,-7,-6&-6,-46,6
T cruzi growth,52,14,x,-64&-1,x,54
C diff growth,0,0,55,2,5,11

49. CO[C@H]1CN(C)C(=O)c2ccc(NC(=O)C3CCOCC3)cc2OC[C@H](C)N(C(=O)c2ccccc2)C[C@H]1C
50. C[C@H](CO)N1C[C@H](C)[C@H](CN(C)C)OCc2cnnn2CCCC1=O
51. CN(C)CC#Cc1ccc([C@H]2[C@@H](CO)N3CCCCN(C(=O)NC4CCCC4)C[C@H]23)cc1
52. O=C(C[C@H]1C[C@H]2c3cc(NC(=O)C4CCC4)ccc3O[C@H]2[C@@H](CO)O1)NCC(F)(F)F
53. CCCC(=O)Nc1ccc2c(c1)OC[C@@H](C)N(Cc1ccccc1)C[C@@H](C)[C@@H](OC)CN(C)C2=O
54. CO[C@@H]1CN(C)C(=O)c2ccc(NC(C)=O)cc2OC[C@H](C)N(C(=O)c2ccncc2)C[C@H]1C

compound no.,49,50,51,52,53,54
KDM4C inh,-0.8,-0.1,3.8,-2.1,-0.2,1.3
Pf Dd2 inh,-13,-1,-6,2,-2,-3
T cruzi growth,30,23,32,-19,33,6
C diff growth,x,2,6,0,x,x

55. Cc1ccc(S(=O)(=O)Nc2ccc3c(c2)C(=O)N([C@H](C)CO)C[C@H](C)[C@@H](CN(C)Cc2ccc(C(=O)O)cc2)OCCCC[C@H](C)O3)cc1
56. O=C(C[C@@H]1C[C@H]2c3cc(NC(=O)c4cccnc4)ccc3O[C@H]2[C@@H](CO)O1)NCCc1ccccc1
57. C[C@@H]1CN([C@@H](C)CO)C(=O)c2cc(NS(=O)(=O)c3cn(C)cn3)ccc2O[C@H]1CN(C)Cc1ccc2c(c1)OCO2
58. C[C@@H]1CN([C@@H](C)CO)C(=O)c2cc(C#CC(C)(C)O)cnc2O[C@@H]1CN(C)C(=O)C1CCOCC1
59. CCCNC(=O)N(C)C[C@H]1Oc2ncc(-c3ccc(OC)cc3)cc2C(=O)N([C@@H](C)CO)C[C@H]1C
60. Cc1ccc(S(=O)(=O)Nc2ccc3c(c2)C(=O)N([C@@H](C)CO)C[C@H](C)[C@H](CN(C)S(=O)(=O)c2ccc(Cl)cc2)OCCCC[C@@H](C)O3)cc1

compound no.,55,56,57,58,59,60
KDM4C inh,0.9,0.0,1.1,-0.3,6.2,0.0
Pf Dd2 inh,-36,12,28,10,23,-86*
T cruzi growth,x,-24,-19,-2,25,99*
C diff growth,x,-4,x,-1,7,8

Gathered by group: the compounds so far with a cyano group (2)
42. C[C@@H]1CN([C@H](C)CO)S(=O)(=O)c2ccc(-c3ccc(C#N)cc3)cc2O[C@@H]1CN(C)Cc1cccc(F)c1
48. COc1ccccc1-c1ccc([C@H]2[C@@H](C#N)N(C(=O)C3CCOCC3)[C@H]2CO)cc1

compound no.,42,48
KDM4C inh,-0.1,-2.4
Pf Dd2 inh,3,6
T cruzi growth,x,54
C diff growth,18,11

Continued.
61. CCC(=O)N1[C@H](CO)[C@H](c2ccc(C3=CCCC3)cc2)[C@@H]1CN(C)C(C)=O
62. Cc1ccc(S(=O)(=O)N[C@H]2CC[C@H](CC(=O)N3CCc4ccccc4C3)O[C@H]2CO)cc1
63. C[C@H]1CN([C@@H](C)CO)S(=O)(=O)c2ccc(C#Cc3ccccc3)cc2O[C@H]1CN(C)C(=O)CN(C)C
64. CCCN(C)C[C@@H]1OCCCC[C@H](C)Oc2ccc(NC(=O)CCCN(C)C)cc2C(=O)N([C@H](C)CO)C[C@@H]1C
65. C[C@H](CO)N1C[C@H](C)[C@H](CN(C)Cc2ccc(-c3ccccc3)cc2)Oc2c(NC(=O)Nc3ccccc3)cccc2C1=O

compound no.,61,62,63,64,65
KDM4C inh,2.2,-0.7,-2.9,1.0,-3.3
Pf Dd2 inh,11,14,-62,43,9
T cruzi growth,-24,-13,40,47,56
C diff growth,-3,x,26,2,6
